Bioassay records from PubChem.
DSG3 Ab inh: blocks pemphigus antibody binding to human desmoglein-3. P32926. DSG3-coupled beads, scFv-anti-DSG3-GFP binding, flow cytometry; stronger effect = lower value. binding (percent of control), % at 10 µM. 310,000 tested, 0.48% active. AID 588358;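 active = binding more than 3 SD below its plate's average and above zero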;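 note: hits lower antibody fragment binding to DSG3; some compounds called inactive have numbers as strong as hits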
OPRM1-OPRD1 ag: OPRM1-OPRD1 heterodimerization agonism. activation, % at 9.3 µM. AID 504326. 340,000 tested, 0.3% active. cells, luminescence. P35372+P41143; in the data active = activation above about 18%;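 note: 0% = vehicle-treated cells and 100% = reference agonist; values of inactives mirror those of a sister screen read the other way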
PKA-R1A activ: activates the PKA-R1A holoenzyme complex. P00514+P68181. PKA-R1A dissociation, Cy5-IP20 fluorescence polarization; scaled: DMSO 0%, 113 µM cGMP 100%. 340,000 tested, 0.083% active. activation, % at 11.4 µM;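 active = percent activation above the mean of all tested compounds plus 3 SD, cut at about 19% in these data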;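 note: higher means more PKAc released from R1A so a rise in polarization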
phage Ecoli inh: E. coli growth loss with phage present; 360,000 tested, 0.26% active; growth absorbance; inhibition, % at 11.9 µM; in the data active = inhibition above about 11%
MOR-DOR inv ag: inverse agonist of human OPRM1-OPRD1 heterodimerization | P35372+P41143 | cell-based MOR-DOR heterodimer luminescence, inverse agonism | inhibition, % at 9.3 µM | 340,000 tested, 0.21% active | AID 504357; in the data active = inhibition above about 22%, passing the limit was not always enough;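 note: 0% = cells with DMSO and 100% = wells without cells with DMSO; values of inactives mirror those of a sister screen read the other way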
SUMO Mot1 rescue: inhibitors of SUMOylation pathway: yeast Mot1-301 growth rescue. growth rescue, % at 18.8 µM. AID 2716. 320,000 tested, 1% active. S. cerevisiae Mot1-301 growth rescue, ATP luminescence, 38.5C; percent above DMSO median, 100 means doubled;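 active = every valid replicate shows activation above 250% relative to neutral control wells; inactive = the rest, any valid replicate at or below 250%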;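 note: OY570 slx delta 5 strain wells were the positive control but not used for scaling; some compounds called inactive have numbers as strong as hits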
HTR5A inv ctr: inverse agonist of human HTR5A in OPRM1-OPRD1 counter-screen | P47898 | HTR5A cell line, luminescence, inverse agonism | inhibition, % at 9.3 µM | 340,000 tested, 0.083% active; in the data active = inhibition mostly above about 23%, no sharp cut-off; inactive = mostly below about 18%;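 note: 0% = cells with DMSO and 100% = no-cell wells with DMSO; some compounds called inactive have numbers as strong as hits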
Target sequence (P47898 whole entry, looked up): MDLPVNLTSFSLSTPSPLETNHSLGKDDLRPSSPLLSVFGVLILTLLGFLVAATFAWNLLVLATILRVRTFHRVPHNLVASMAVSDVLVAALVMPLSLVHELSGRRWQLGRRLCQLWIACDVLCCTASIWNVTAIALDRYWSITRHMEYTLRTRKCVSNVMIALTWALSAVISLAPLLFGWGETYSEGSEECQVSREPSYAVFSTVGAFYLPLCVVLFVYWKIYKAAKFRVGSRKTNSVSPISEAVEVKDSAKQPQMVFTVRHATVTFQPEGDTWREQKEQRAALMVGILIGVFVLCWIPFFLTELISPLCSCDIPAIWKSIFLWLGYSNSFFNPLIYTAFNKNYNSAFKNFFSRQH
PfHsp90 set2: inhibits growth of yeast expressing Plasmodium falciparum Hsp90 | S. cerevisiae expressing PfHsp90, BacTiter-Glo ATP, 48 h; yeast lacking PDR1 and PDR3 efflux regulators | inhibition, % at 9.4 µM | 310,000 tested, 0.32% active;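 active = every replicate shows inhibition above about 80%, whatever the replicate mean, limit read from the data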;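 note: 0% = DMSO neutral controls and 100% = 20 µM radicicol positive controls; yeast relying on Plasmodium falciparum Hsp90 in place of its own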
E coli growth: bacterial growth inhibition, counter-screen for AddAB inhibitors; E. coli V3065 growth, OD600 absorbance, 18 h; inhibition, % at 11.9 µM; 330,000 tested, 0.27% active;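 active = inhibition above the campaign's mean inhibition across all tested compounds plus 3 SD, cut at about 9.9% in these data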;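 note: uninfected addAB+ strain grown without phage in ampicillin broth; 0% = DMSO wells and 100% = ciprofloxacin 0.95 µg/ml wells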
HTR5A ag ctr: activates human HTR5A in OPRM1-OPRD1 agonist counter-screen; 340,000 tested, 0.61% active; P47898; HTR5A agonist assay, luminescence, cell-based; AID 504692; activation, % at 9.3 µM; in the data active = activation mostly above about 9.5%, no sharp cut-off; inactive = mostly below about 7.6%;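 note: 0% = cells with vehicle only and 100% = reference agonist; strong numbers were not always called active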
AddAB inh: less growth of phage-infected E. coli with AddAB; E. coli expressing H. pylori AddAB, absorbance growth; inhibition, % at 11.9 µM; 330,000 tested, 0.29% active; AID 435030; in the data active = inhibition above about 12%;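 note: 0% = vehicle wells of infected cells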
* marks the source's active call; other numbers are inactive results; . = no result given.

SMILES	DSG3 Ab inh	OPRM1-OPRD1 ag	PKA-R1A activ	phage Ecoli inh	MOR-DOR inv ag	SUMO Mot1 rescue	HTR5A inv ctr	PfHsp90 set2	E coli growth	HTR5A ag ctr	AddAB inh
Cn1c(=O)c2c(nc(NCCCO)n2CCc2ccccc2)n(C)c1=O	95	-1.8	-7	0.3	10	0	15	16	1.4	3	-0.2
CN(C)c1ccc(Nc2cc(Cl)ncn2)cc1	107	2.1	0	2.7	-12	13	1	8	2.9	0	4.7
NCCCC[C@@H](C(=O)NCCCCCCCCCCC(=O)N1CCNCC1)n1cc(CCCC(=O)O)nn1	102	-2.1	-9	.	12	-21	2	-14	1.3	2	2.9
Cc1ccc(C(=O)N2CCN(S(=O)(=O)c3ccc(C)c([N+](=O)[O-])c3)C2)cc1	93	-0.4	-3	1.6	2	-6	12	24	-2.5	-5	-1.4
CCc1nc2c(nnn2Cc2ccc(F)cc2)c(=O)[nH]1	103	-1.8	-3	-0.4	10	14	6	13	-1.1	-3	0.2
O=C(Nc1ccc(F)cc1)c1ccc2c(=O)n(CC3CCCO3)c(=S)[nH]c2c1 (stereo unspecified)	89	4.7	-7	0.7	-29	2	9	-35	1.9	1	3.5
NNc1nc2c(F)cc(F)cc2s1	95	0.4	-2	1.8	-2	37	7	-62	-1.1	2	2.3
O=C(Cn1cnc2c(nnn2Cc2ccc(F)cc2)c1=O)Nc1ccccc1	99	2.8	6	1.1	-14	4	-1	-1	-0.9	0	-1.8
Fc1ccc2[nH]c3c(NCc4ccccc4)ncnc3c2c1	89	1.5	-8	9.2	-8	-11	-3	4	7.2	1	4.9
Cc1ccc(NC(=O)COC(=O)c2ccccc2-c2nc3ccccc3s2)c(C)c1	108	1.8	2	6.2	-13	-19	-7	4	2.9	2	0.4
COc1cccc(CNC(=O)CCC2CCCN(C(=O)c3ccccc3N(C)C)C2)c1 (stereo unspecified)	102	-2.6	0	1.7	14	0	-3	-5	2.3	0	0.6
COc1cc(C(=O)NNC(=O)c2ccccc2OCc2c(C)noc2C)cc(OC)c1OC	116	0.3	3	1.1	-1	-2	-13	.	0.7	5	0.8
O=S1(=O)[C@H]2C[C@@H]3CC[C@]2(CN1Cc1cccc(F)c1)O3	104	-2.7	-3	2.9	15	-10	0	-3	-1.7	4	-1.1
Cc1nn(C)c(C)c1CN(C)C(=O)c1cc2n(n1)C(C(F)(F)F)CC(c1cccs1)N2 (stereo unspecified)	108	0.3	-1	3.2	-2	-4	-12	17	1.9	4	1.6
O=C(O)C[C@H]1c2ccc(C(F)(F)F)cc2S(=O)(=O)N1C1CCCCC1	105	-2.2	3	4.0	12	-10	-17	.	-1.7	0	1.6

A different layout for some results above.
> NCCCC[C@@H](C(=O)NCCCCCCCCCCC(=O)N1CCNCC1)n1cc(CCCC(=O)O)nn1
  DSG3 Ab inh = 102	OPRM1-OPRD1 ag = -2.1	PKA-R1A activ = -9	phage Ecoli inh = .	MOR-DOR inv ag = 12	SUMO Mot1 rescue = -21	HTR5A inv ctr = 2	PfHsp90 set2 = -14	E coli growth = 1.3	HTR5A ag ctr = 2	AddAB inh = 2.9
> Cc1ccc(C(=O)N2CCN(S(=O)(=O)c3ccc(C)c([N+](=O)[O-])c3)C2)cc1
  DSG3 Ab inh = 93	OPRM1-OPRD1 ag = -0.4	PKA-R1A activ = -3	phage Ecoli inh = 1.6	MOR-DOR inv ag = 2	SUMO Mot1 rescue = -6	HTR5A inv ctr = 12	PfHsp90 set2 = 24	E coli growth = -2.5	HTR5A ag ctr = -5	AddAB inh = -1.4
> CCc1nc2c(nnn2Cc2ccc(F)cc2)c(=O)[nH]1
  DSG3 Ab inh = 103	OPRM1-OPRD1 ag = -1.8	PKA-R1A activ = -3	phage Ecoli inh = -0.4	MOR-DOR inv ag = 10	SUMO Mot1 rescue = 14	HTR5A inv ctr = 6	PfHsp90 set2 = 13	E coli growth = -1.1	HTR5A ag ctr = -3	AddAB inh = 0.2
> O=C(Nc1ccc(F)cc1)c1ccc2c(=O)n(CC3CCCO3)c(=S)[nH]c2c1 (stereo unspecified)
  DSG3 Ab inh = 89	OPRM1-OPRD1 ag = 4.7	PKA-R1A activ = -7	phage Ecoli inh = 0.7	MOR-DOR inv ag = -29	SUMO Mot1 rescue = 2	HTR5A inv ctr = 9	PfHsp90 set2 = -35	E coli growth = 1.9	HTR5A ag ctr = 1	AddAB inh = 3.5

Returning to the listing with the 2 entries that preceded the break.
SMILES	DSG3 Ab inh	OPRM1-OPRD1 ag	PKA-R1A activ	phage Ecoli inh	MOR-DOR inv ag	SUMO Mot1 rescue	HTR5A inv ctr	PfHsp90 set2	E coli growth	HTR5A ag ctr	AddAB inh
Cc1nn(C)c(C)c1CN(C)C(=O)c1cc2n(n1)C(C(F)(F)F)CC(c1cccs1)N2 (stereo unspecified)	108	0.3	-1	3.2	-2	-4	-12	17	1.9	4	1.6
O=C(O)C[C@H]1c2ccc(C(F)(F)F)cc2S(=O)(=O)N1C1CCCCC1	105	-2.2	3	4.0	12	-10	-17	.	-1.7	0	1.6
CC(C)(O)C#Cc1ccc([C@@H]2C[C@H]3CN(c4ccccc4)C(=O)[C@]34CCCN24)s1	94	-3.5	-19	4.6	16	10	-7	-12	-1.0	-3	2.8
CCOC(=O)c1ccccc1NC(=O)COC(=O)C(Cc1c[nH]c2ccccc12)NC(C)=O (stereo unspecified)	102	-1.5	3	4.6	10	.	-2	.	.	5	.
O=C(NC(=S)Nc1ccc2oc(=O)ccc2c1)c1cccc(F)c1	96	-3.3	0	2.6	17	7	4	-5	1.7	-1	2.9
CCCCCC(=O)Nc1cccc(C2=NOC3(C2)C[C@H](C(N)=O)N(C(=O)[C@H]2CCC(=O)N2)C3)c1 (stereo partly specified)	100	-1.5	-6	3.2	8	-19	7	13	-1.9	12	1.1
CC(C)n1nnnc1SCC(=O)Nc1ccccc1F	.	-0.7	10	1.2	5	-11	10	-11	0.7	1	1.8
CC(C)(C)c1cc(-c2n[nH]c(=S)n2-c2ccc(Cl)cc2)n[nH]1	.	0.4	1	0.1	-2	-15	-18	-10	-1.0	-4	-3.4
CC(C)C(NC(=O)CN1C(=O)c2ccccc2C1=O)c1ccccc1 (stereo unspecified)	95	-4.2	1	0.8	19	4	-1	-6	.	0	.
CCC(C(=O)Nc1ccccc1)c1ccccc1 (stereo unspecified)	98	-1.5	-6	2.8	8	347	-29	-24	0.6	1	-0.5
CC1(C)C(=O)OC(c2ccccc2)C(C)(C)C1=O (stereo unspecified)	110	-0.9	-3	4.3	5	-25	-32	2	1.1	2	1.3
CC(OC(=O)CCc1nc2ccccc2[nH]c1=O)c1ccccc1 (stereo unspecified)	109	0.1	6	0.8	0	-10	-5	-6	0.1	2	-0.2
O=C(CCN1C(=O)/C(=C/c2ccc(F)cc2)SC1=S)Nc1cccnc1	.	-2.7	10	-2.7	18	4	-1	-13	-0.8	0	2.0
O=C(CSc1ncnc2scc(-c3ccccc3)c12)N1CCN(c2ccccc2F)CC1	99	0.4	-2	3.4	-2	-6	-2	35	0.0	1	2.1
Cc1cc(NC(=O)CSc2nc3c(sc4ccccc43)c(=O)n2CCc2ccccc2)n[nH]1	92	-1.4	10	1.7	7	5	6	-25	-2.1	5	4.4
CC1Cc2cc(S(=O)(=O)N3CCN(c4ccc(Cl)cc4)CC3)ccc2N1C(=O)C1CC1 (stereo unspecified)	92	2.2	15	1.6	-11	-6	3	14	-3.3	5	-0.9
COc1ccc(CC2(C)OC(c3ccncc3)=NN2C(C)=O)cc1 (stereo unspecified)	108	0.4	-12	0.1	-2	424	0	15	0.1	0	2.0
O=c1[nH]c(C2CCCCC2)nc2ccccc12	99	-0.6	-5	1.8	3	4	-17	1	1.7	5	4.5
COc1ccc(OC)c(C2C(C#N)=C(N)N(N(C)C)C3=C2C(=O)CC(C)(C)C3)c1 (stereo unspecified)	97	-4.3	-4	2.4	22	-17	-11	-22	-1.2	3	-0.6
CN(C)c1ccc(N=Cc2ccco2)cc1	95	3.0	-96	.	-16	-7	15	-6	-1.7	-4	-0.1
CC(=O)c1cc(-c2ccc(F)cc2)n(CCC(=O)NC(C)(C)C)c1C	103	-0.5	0	1.0	4	-9	-5	8	-0.4	2	-1.1
Cc1ccc(N2C(=O)CC(Sc3nc4ccccc4o3)C2=O)cc1Cl (stereo unspecified)	.	5.8	-12	4.9	-34	165	-4	.	1.3	1	1.2
COc1cc(NC(=O)C2CCN(S(=O)(=O)c3cccs3)CC2)cc(OC)c1	102	-0.2	-5	0.5	1	-5	6	.	-1.2	-2	4.5
COc1ccc(Cl)cc1C(=O)OCC(=O)NC1CCCC(C)C1C (stereo unspecified)	100	-0.5	-7	1.9	3	.	15	-1	.	-3	.
CCC1CCCCN1CCCn1c(=S)[nH]c2ccccc2c1=O (stereo unspecified)	98	-2.5	-5	0.8	12	-21	7	-4	1.6	-3	-0.6
Cc1cc2ccccn2c1C(=O)c1cc([N+](=O)[O-])cc([N+](=O)[O-])c1	105	8.4	5	1.0	-46	-10	-18	13	-0.1	6	4.4
Cn1cc(Cl)nc1C(O)c1ccccc1 (stereo unspecified)	.	-1.9	-6	3.6	11	16	14	-31	3.5	-7	0.6
Cc1ccc2oc(Nc3nc(C)cc(C)n3)nc2c1	103	-0.1	3	0.6	1	-7	19	-5	-5.5	0	-2.4
CS(=O)(=O)c1ccc(Cl)c(NC(=O)COC(=O)CCc2c[nH]c3ccccc23)c1	107	-0.6	-6	1.7	3	-6	-29	17	0.5	4	-0.9
CC1CCCCCCC1OC(=O)c1ccccc1C(=O)O (stereo unspecified)	94	-2.7	-3	2.7	14	.	0	-3	.	0	.
O=C(Cc1ccccc1)Nc1cccc(N2CCCC2)c1	113	1.0	-6	-0.5	-5	13	-4	-3	0.2	-1	0.3
CC(=O)c1c(C)[nH]c(C(=O)OCC(=O)Nc2ccccc2Cl)c1C	99	1.2	8	3.3	-6	-8	-16	-18	1.6	6	3.9

Given with values under each structure: 2 of the compounds above.
Every second line gives: DSG3 Ab inh	OPRM1-OPRD1 ag	PKA-R1A activ	phage Ecoli inh	MOR-DOR inv ag	SUMO Mot1 rescue	HTR5A inv ctr	PfHsp90 set2	E coli growth	HTR5A ag ctr	AddAB inh
> Cc1cc2ccccn2c1C(=O)c1cc([N+](=O)[O-])cc([N+](=O)[O-])c1
 : 105	8.4	5	1.0	-46	-10	-18	13	-0.1	6	4.4
> Cn1cc(Cl)nc1C(O)c1ccccc1 (stereo unspecified)
 : .	-1.9	-6	3.6	11	16	14	-31	3.5	-7	0.6

Remaining list, next part:
SMILES	DSG3 Ab inh	OPRM1-OPRD1 ag	PKA-R1A activ	phage Ecoli inh	MOR-DOR inv ag	SUMO Mot1 rescue	HTR5A inv ctr	PfHsp90 set2	E coli growth	HTR5A ag ctr	AddAB inh
CCc1noc(C)c1C(=O)OCC(=O)NCc1ccccc1OC	92	-2.6	-5	2.5	11	34	-2	17	-2.3	1	1.3
Cc1ccc(C(=O)Nc2ccon2)cc1S(=O)(=O)N1CCCCCC1	100	-3.6	0	4.8	18	-5	4	.	0.5	-1	1.6
O=Cc1ccc(Sc2ncccn2)o1	116	-0.8	0	2.3	4	.	0	.	.	0	.
CC(=O)Nc1ccc(NC(=O)c2cc(C)nn2-c2ccccc2)cc1	96	-1.2	3	-1.3	6	-10	-7	-13	2.5	3	1.0
